Screening results (PubChem BioAssay)
pCIP destab – compounds decreasing mouse p/CIP protein stability; Q05BA5; F442A p/CIP-EGFP cells, EGFP fluorescence, 16 h; decrease of EGFP signal, % at 10 µM; 290,000 tested, 0.01% active;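 active = EGFP signal decrease of at least 30% at 10 µM or well 3 SD below plate mean, unless failing retest; inactive = the rest, including hits failing retest or dose response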; note: some compounds called inactive have numbers as strong as hits; many of its hits are not listed in these tables
Target sequence (Q05BA5 1-1403): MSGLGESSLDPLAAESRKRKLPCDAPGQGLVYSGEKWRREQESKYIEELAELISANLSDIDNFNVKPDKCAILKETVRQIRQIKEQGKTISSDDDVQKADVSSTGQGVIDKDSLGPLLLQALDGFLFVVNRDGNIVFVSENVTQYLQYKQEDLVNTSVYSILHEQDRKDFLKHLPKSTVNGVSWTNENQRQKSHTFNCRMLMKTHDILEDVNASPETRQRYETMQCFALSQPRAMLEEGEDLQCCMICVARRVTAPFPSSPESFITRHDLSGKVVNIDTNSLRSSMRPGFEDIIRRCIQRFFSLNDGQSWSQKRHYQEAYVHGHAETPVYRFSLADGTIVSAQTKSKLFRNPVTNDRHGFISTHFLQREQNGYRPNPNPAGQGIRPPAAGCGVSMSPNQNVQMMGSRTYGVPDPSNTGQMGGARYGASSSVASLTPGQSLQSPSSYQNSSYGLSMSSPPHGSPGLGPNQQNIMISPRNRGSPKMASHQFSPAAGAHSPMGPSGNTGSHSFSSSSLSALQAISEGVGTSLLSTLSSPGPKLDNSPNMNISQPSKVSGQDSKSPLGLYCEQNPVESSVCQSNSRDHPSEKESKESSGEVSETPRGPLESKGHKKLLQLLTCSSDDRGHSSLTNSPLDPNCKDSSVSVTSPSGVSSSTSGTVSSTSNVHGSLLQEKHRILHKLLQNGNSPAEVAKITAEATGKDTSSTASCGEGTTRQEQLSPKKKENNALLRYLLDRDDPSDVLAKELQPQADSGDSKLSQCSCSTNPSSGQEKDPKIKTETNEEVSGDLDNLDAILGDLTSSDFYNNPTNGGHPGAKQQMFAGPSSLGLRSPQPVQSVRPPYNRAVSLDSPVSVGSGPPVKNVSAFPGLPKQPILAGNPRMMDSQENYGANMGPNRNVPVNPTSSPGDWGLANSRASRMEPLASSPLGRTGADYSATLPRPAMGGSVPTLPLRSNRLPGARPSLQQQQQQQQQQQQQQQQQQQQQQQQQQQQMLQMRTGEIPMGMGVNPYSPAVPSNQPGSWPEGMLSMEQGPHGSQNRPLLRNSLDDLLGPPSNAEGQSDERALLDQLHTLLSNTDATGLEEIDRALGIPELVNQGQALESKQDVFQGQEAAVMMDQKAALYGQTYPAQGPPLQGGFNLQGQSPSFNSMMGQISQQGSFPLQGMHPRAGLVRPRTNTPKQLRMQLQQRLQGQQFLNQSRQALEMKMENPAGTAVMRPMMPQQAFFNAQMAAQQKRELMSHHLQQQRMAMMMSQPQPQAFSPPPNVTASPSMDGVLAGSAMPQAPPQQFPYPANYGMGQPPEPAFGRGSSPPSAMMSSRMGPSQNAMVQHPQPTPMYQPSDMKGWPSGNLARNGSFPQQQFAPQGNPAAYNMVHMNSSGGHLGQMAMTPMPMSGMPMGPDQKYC
MEKK3 PB1 HTS – MEKK3-MEK5 PB1 interaction, increase or decrease; bead-based flow cytometry, Alexa488-MEK5 binding to MEKK3; actives lie on both sides; 0 = blocked by unlabeled MEK5, 100 = vehicle; Q99759; binding response (% of control), % at 10 µM; 290,000 tested, 1.4% active;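 active = binding response more than 3 SD above or below the average of its plate-row segment, actives on both sides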;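 note: Alexa488 bead fluorescence after subtracting the streptavidin-only scavenger bead signal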
VIM-2 inhibitor – blocks Pseudomonas aeruginosa VIM-2 metallo-beta-lactamase; purified VIM-2, nitrocefin hydrolysis, epi-absorbance fluorescence; 290,000 tested, 0.89% active; inhibition, % at 5.6 µM;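 active = inhibition above the mean of all tested compounds plus 3 SD, cutoff set per screening run, cut at about 7.5% in these data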;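 note: red hydrolysis product quenches plate fluorescence so inhibitors raise well fluorescence; 0% = enzyme with DMSO and 100% = DMSO without enzyme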
DNA FID counter – counter-screen for HCV NS3 helicase inhibitors: DNA intercalator displacement | DNA fluorescent intercalator displacement, fluorescence | inhibition, % at 7.9 µM | 290,000 tested, 0.17% active; in the data active = inhibition above about 37%;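 note: 0% = vehicle and 100% = reference compound; higher means more ethidium bromide displaced from hairpin DNA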
PHOSPHO1 block – PHOSPHO1 (human) inhibition; Q8TCT1; recombinant PHOSPHO1, absorbance phosphatase assay; inhibition, % at 13.3 µM; 290,000 tested, 1.1% active; AID 1565; in the data active = inhibition above about 60%
HCV NS3 hel inh – HCV NS3 helicase inhibition; NS3 helicase DNA unwinding, Cy5 molecular beacon fluorescence; inhibition, % at 10.9 µM; 290,000 tested, 0.56% active; AID 1800;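 active = inhibition above the mean of all tested compounds plus 3 SD, set per campaign, cut at about 35% in these data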;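 note: 0% = DMSO wells and 100% = thioflavine S control wells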
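Test system: hepatitis C virus NS3 helicase domain fragment enzyme. Also added: annealed dual-labelled DNA beacon duplex, ATP-started. Timing: 60 min unwinding reaction at 25 °C after ATP addition. Technique: Cy5 fluorescence. Measure: % inhibition of unwinding.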
UBC9 SUMO inh – SUMOylation inhibition; P63279; HTRF SUMOylation assay, SAE1/SAE2 + UBC9, in vitro; inhibition, % at 35 µM; 290,000 tested, 0.36% active; in the data active = inhibition above about 50%, passing the limit was not always enough; note: strong numbers were not always called active
IDE cell activ – activators of human insulin-degrading enzyme in cells; P14735; 340,000 tested, 0.073% active; activation, % at 5.96 µM; HEK cells, FAbeta-B cleavage, fluorescence polarization; 0% vehicle, 100% cell-free pure enzyme wells;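 active = activation above the mean of all tested compounds plus 3 SD, set per screening campaign, cut at about 17% in these data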
IMP-1 inhibitor – inhibitors of Pseudomonas aeruginosa IMP-1 metallo-beta-lactamase. purified IMP-1, nitrocefin hydrolysis, epi-absorbance fluorescence. inhibition, % at 5.6 µM. 290,000 tested, 0.45% active. AID 1556;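 active = inhibition above the mean plus 3 SD of all compounds in the same screening run, cut at about 4.5% in these data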;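 note: 0% = IMP-1 with DMSO and 100% = DMSO wells lacking enzyme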
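Material – recombinant IMP-1 enzyme, purified · Amount – IMP-1 0.2 nM before substrate addition · Medium – HEPES buffer pH 7.1 with ZnSO4 and Brij 35 · Timing – 25 °C, 15 min preincubation, 25 min reaction · Measured by – plate fluorescence quenching by hydrolysis product, ex 480/em 530 nm · Read-out – percent enzyme inhibition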
* = called active by the depositor; nt = not tested or not shown. The list is partial. The share of hits here may be higher or lower than overall.

SMILES	pCIP destab	MEKK3 PB1 HTS	VIM-2 inhibitor	DNA FID counter	PHOSPHO1 block	HCV NS3 hel inh	UBC9 SUMO inh	IDE cell activ	IMP-1 inhibitor
CC1CCN(CCC(=O)Nc2ccc(F)c(F)c2)CC1	2.7	107.0	-0.2	8.0	-0.8	2.0	2.6	5.3	-1.5
N#CC1=C(N)S[C@@H](C(=O)c2ccc(F)cc2)[C@@H]1c1cccs1	2.4	99.0	5.0	-12.3	7.8	38.8*	33.5	1.5	3.6
COc1ccccc1NC(=O)CSc1nnnn1Cc1ccccc1	-5.0	103.0	0.8	-8.7	27.1	2.0	22.7	-0.4	-5.5
Cc1cc(C(=O)NCc2ccccc2Br)no1	-7.5	99.0	-0.9	-9.7	6.8	10.3	18.7	3.9	-2.6
O=C(c1ccccc1)N1CCN(CC(O)COCC2CC=CCC2)CC1 (stereo not given)	-2.3	101.0	-1.1	-8.3	-5.5	-5.4	-6.8	-0.2	-2.3
COc1ccc(C(=O)N2CC(=O)Nc3ccc(F)cc3C2c2ccccc2)cc1 (stereo not given)	-3.1	100.0	-2.9	-35.4	nt	-8.0	-1.3	0.5	-3.4
C=CCON/C(CCC)=C1\C(=O)C(C(=O)OC)C(C)(C)CC1=NC (stereo not given)	4.1	102.0	1.8	-4.4	-11.2	-7.8	21.6	-3.8	-0.3
Cc1ccc(C)n1-c1ccc(-c2ccnc(N)n2)cc1	8.9	147.0*	0.0	-6.9	18.8	20.7	15.3	3.7	-1.7
O=S(=O)(c1ccc2ccccc2c1)N1CCN(C(=S)Nc2ccc(F)cc2)CC1	-4.8	98.0	-3.7	-6.2	-32.0	-1.4	-20.4	-0.5	-3.6
Cc1ccc(/C=N/NC(=O)c2nnn(-c3nonc3N)c2-c2cccs2)cc1	-1.6	101.0	-4.9	-19.8	27.9	-2.8	5.8	0.2	-2.2
Cn1c(Sc2ccccc2Cl)c(C=O)c2ccccc21	-6.0	nt	-4.0	-2.4	25.5	2.7	26.7	5.0	-3.5
CCc1nnc(NC(=O)CSc2nnc(COc3ccccc3)n2Cc2ccccc2)s1	-8.3	103.0	1.0	-4.9	60.5*	2.0	20.3	-2.1	1.5
CSc1ccc(C2Nc3cccc4cccc(c34)N2)cc1	-14.3	104.0	0.3	-5.8	13.9	17.4	32.6	2.5	-2.7
O=C(OC(C(=O)Nc1ccc(Cl)cc1C(F)(F)F)c1ccccc1)C1=COCCO1 (stereo not given)	3.0	102.0	-1.6	-11.1	13.3	-1.4	6.5	1.4	-2.0
CCCS(=O)(=O)NCc1cn2c(C)csc2n1	-3.3	102.0	-0.5	-1.2	53.5	-4.2	0.3	4.7	-3.3
CCn1c(CNC(=O)c2ccc(Cl)cc2)nnc1SCC(=O)N1CCOCC1	-13.4	98.0	-0.5	-20.4	30.1	-5.3	15.8	2.0	-0.1
O=[N+]([O-])c1ccc(O)c(-c2nn[nH]n2)c1	-19.7	101.0	-3.8	-3.2	-40.4	12.2	-16.6	6.2	-1.1
O=C(CSc1nc2c(c(=O)n1-c1ccc(Cl)cc1)SCC2)Nc1ccc2c(c1)OCCO2	-3.5	103.0	-2.6	6.9	11.7	-7.0	4.2	3.6	-3.4
COc1ccccc1Nc1nc(N)nc(CSC(=S)N2CC(C)CC(C)C2)n1 (stereo not given)	-7.5	95.0	-0.3	-15.9	-41.3	-32.6	-23.8	9.9	0.2
Cn1nnc(NC(=O)c2ccco2)n1	0.3	100.0	1.7	-7.4	12.4	2.4	22.4	-2.2	1.8
COc1ccccc1C(=O)O/N=C(\N)c1ccccc1Cl	-3.4	98.0	0.4	-6.1	-4.4	-2.5	-1.8	-0.7	0.0
O=C1C2C3CCC(C3)C2C(=O)N1Cc1ccccc1 (stereo not given)	-1.5	93.0	-2.3	-3.8	-82.0	-1.0	9.7	-4.1	-1.0
Cc1ccccc1CSCC(=O)NC(=O)NC(C)(C)C	0.1	101.0	-2.2	-17.5	-19.3	-0.2	16.3	4.2	-3.4
O=c1c2c(-c3ccccc3)csc2nc2c3ccccc3c(NCCN3CCOCC3)nn12	-5.3	89.0	6.3	31.1	-25.2	-75.8	-9.4	18.5*	0.4
Cc1cc(NC(=O)CSc2nc3ccccc3[nH]2)no1	-10.0	106.0	-2.4	1.3	-24.2	1.5	7.6	3.4	-2.1

Marked active in IDE cell activ, of those listed so far:
smiles,pCIP destab,MEKK3 PB1 HTS,VIM-2 inhibitor,PHOSPHO1 block,HCV NS3 hel inh,UBC9 SUMO inh,IDE cell activ,IMP-1 inhibitor
O=c1c2c(-c3ccccc3)csc2nc2c3ccccc3c(NCCN3CCOCC3)nn12,-5.3,89.0,6.3,-25.2,-75.8,-9.4,18.5*,0.4

(list continues)
SMILES	pCIP destab	MEKK3 PB1 HTS	VIM-2 inhibitor	DNA FID counter	PHOSPHO1 block	HCV NS3 hel inh	UBC9 SUMO inh	IDE cell activ	IMP-1 inhibitor
Cc1ccc(Cn2ccc(NC(=O)c3c(-c4ccccc4Cl)noc3C)n2)cc1	-11.8	105.0	-6.6	-22.0	28.1	2.2	-10.5	1.1	-3.5
COCc1cc(C)nc(SCC(=O)Nc2ccccc2N2CCOCC2)c1C#N	2.9	102.0	-3.5	-29.7	-4.3	-9.3	10.0	-2.3	-2.6
Cc1ccc(NC(=O)Nc2nnc(-c3ccccc3)o2)cc1	1.0	97.0	-1.7	1.1	37.8	-0.2	23.3	4.7	-3.2
CCOc1ccc(OCCn2c(SCC(=O)O)nc3ccccc32)cc1	-10.1	100.0	0.8	-15.7	nt	14.6	3.2	-0.6	-2.3
Cc1nc2nc(C)c(CCC(=O)N3CCN(c4ccccc4)CC3)c(C)n2n1	-1.2	111.0	-2.2	-9.3	15.2	-1.1	6.7	1.4	-5.3
CC(=O)c1ccccc1OCCOc1ncnc2sccc12	4.4	102.0	0.5	-6.8	35.9	1.4	11.8	-0.3	-1.6
S=C(NCCCn1ccnc1)NC1CCCCC1	-1.9	90.0	-1.6	3.0	-11.4	8.3	22.3	1.9	-3.4
CC(C)c1csc(CN2CCCC(CNC(=O)c3cccc4ccccc34)C2)n1 (stereo not given)	39.9	103.0	-2.2	-12.7	-27.4	-18.7	5.8	5.1	-1.5
COc1ccccc1OCc1nnc(SCC(=O)N2CCCC2)o1	-7.0	92.0	-2.0	-12.2	27.5	5.0	10.9	-0.2	-1.7
Nn1c(SCC(=O)Nc2cc(S(=O)(=O)N3CCOCC3)ccc2Cl)nnc1-c1cccnc1	-2.6	106.0	0.2	-2.1	-67.2	-9.8	12.0	-1.5	-2.3
CCC1Oc2ccc(C)cc2N(CC(=O)NCCN2CCOCC2)C1=O (stereo not given)	-0.4	103.0	-4.1	0.4	21.7	-10.4	-2.3	3.8	-3.0
CCOC(=O)CCNC(=O)N1CCC(CCOc2ccccc2)(C(=O)OCC)CC1	nt	102.0	-4.0	-38.7	nt	1.8	nt	1.2	-3.7
CCC1(CC)C(=O)N(C)C(=O)NC1=Nc1ccc(OC)cc1	1.5	103.0	-1.6	-0.1	19.2	-4.3	0.1	2.8	-4.3
CC(C)OCCCNC(=O)C1CCC(CNS(=O)(=O)c2ccccc2)CC1 (stereo not given)	-5.0	95.0	1.8	-31.7	-12.2	7.7	3.2	-5.0	0.7
Cn1c(CCN2CCCCC2)nc2cc(NC(=O)COc3ccc(Cl)cc3)ccc21	-5.3	100.0	-2.8	20.2	30.2	-14.8	14.6	1.7	-0.1
Cc1ccc(/C=N/n2cnc3sc(-c4ccccc4)cc3c2=O)o1	-19.3	104.0	0.4	0.2	14.1	-2.9	10.8	0.6	-2.0
CCOc1ccc(OCc2ccc(C(=O)Nc3ccc(Cl)cn3)o2)cc1	0.9	101.0	-0.3	-5.3	9.7	-3.9	-8.3	1.6	-2.1
O=C(O)c1cccc(S(=O)(=O)NCc2cccs2)c1	-13.7	102.0	-1.6	5.1	-1.6	-5.3	15.8	1.6	-2.6
CSc1ccc(Cl)c(C(=O)NCCCn2ccnc2)c1	-2.2	102.0	-0.5	-0.3	37.1	-10.3	12.8	-3.1	-2.6
NC(=S)c1cc2cc(Br)ccc2oc1=O	-9.9	100.0	2.0	1.5	-3.0	-1.1	18.4	-6.5	3.5
O=C(C1=C(O)C(=O)N(CCN2CCOCC2)C1c1cccc(Br)c1)c1cccs1 (stereo not given)	-16.1	97.0	-0.9	-33.9	42.2	13.2	16.2	-2.5	-3.6
CC(=O)Nc1nc2c(s1)C(=O)NCCC2	11.3	104.0	-4.6	0.8	11.9	-3.7	-5.2	2.6	-2.8
CCOC(=O)C1C(=O)NCC2CCCC21 (stereo not given)	-5.0	90.0	0.1	-3.2	15.4	-7.1	2.0	2.6	-3.1
COc1ccc(S(=O)(=O)N2CCC(C)CC2)cc1OC	-5.7	104.0	-1.0	-7.3	44.4	-2.4	3.6	-0.3	-1.7

Quoted from above (two entries):
SMILES	pCIP destab	MEKK3 PB1 HTS	VIM-2 inhibitor	DNA FID counter	PHOSPHO1 block	HCV NS3 hel inh	UBC9 SUMO inh	IDE cell activ	IMP-1 inhibitor
CCOC(=O)C1C(=O)NCC2CCCC21 (stereo not given)	-5.0	90.0	0.1	-3.2	15.4	-7.1	2.0	2.6	-3.1
COc1ccc(S(=O)(=O)N2CCC(C)CC2)cc1OC	-5.7	104.0	-1.0	-7.3	44.4	-2.4	3.6	-0.3	-1.7

Some of these compounds in order of length of the SMILES, falling.
SMILES	pCIP destab	MEKK3 PB1 HTS	VIM-2 inhibitor	DNA FID counter	PHOSPHO1 block	HCV NS3 hel inh	UBC9 SUMO inh	IDE cell activ	IMP-1 inhibitor
O=C(C1=C(O)C(=O)N(CCN2CCOCC2)C1c1cccc(Br)c1)c1cccs1 (stereo not given)	-16.1	97.0	-0.9	-33.9	42.2	13.2	16.2	-2.5	-3.6
CC(C)c1csc(CN2CCCC(CNC(=O)c3cccc4ccccc34)C2)n1 (stereo not given)	39.9	103.0	-2.2	-12.7	-27.4	-18.7	5.8	5.1	-1.5
CCC1(CC)C(=O)N(C)C(=O)NC1=Nc1ccc(OC)cc1	1.5	103.0	-1.6	-0.1	19.2	-4.3	0.1	2.8	-4.3
NC(=S)c1cc2cc(Br)ccc2oc1=O	-9.9	100.0	2.0	1.5	-3.0	-1.1	18.4	-6.5	3.5
